Tat export inh: E. coli Tat transport inhibition | E. coli MC4100 TorA-mCherry Tat export, fluorescence | inhibition, % at 10 µM | 340,000 compounds, 0.036% hits;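 active = mean replicate inhibition at least 50% and at least half of replicates individually reaching 50%; inconclusive = only one of the two criteria met; inactive = neither criterion met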;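 also: exported cargo escapes ClpAP degradation while cytoplasmic cargo is degraded and loses fluorescence; 0% = median of neutral control wells and 100% = median of NaSCN control wells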
cardiac RTF act: cardiac RTF calcium sensitization. IANBD-labeled TnC RTF fluorescence at EC20 calcium; 0% EC20 calcium, 100% full calcium. activation, % at 7.2 µM. P19429+P45379. 340,000 compounds, 0.24% hits;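 active = activation above the mean over all tested compounds plus 3 SD, cut at about 30% in these data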;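 also: rise in fluorescence read as greater calcium sensitivity of cardiac thin filaments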
CAL PDZ FP-1: blocks peptide binding to human CAL PDZ domain; 330,000 compounds, 0.02% hits; purified CAL PDZ, TMR-peptide fluorescence polarization, 1 h; Q9HD26; inhibition, % at 20 µM; AID 504414;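 active = highest replicate inhibition of at least 40%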;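 also: plate controls were DMSO neutral control wells for no effect and unlabeled competitor peptide control wells for full effect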
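material = purified tagged CAL PDZ domain construct (CerCALP) | buffer or medium = sodium phosphate/NaCl buffer pH 7.4 with TCEP, IgG, Thesit | reagent = TMR-labelled reporter peptide T*-PRC34 bound in PDZ groove | incubation = 1 h room-temperature incubation prior to read | measured by = fluorescence polarization (mP) | evaluation = percent inhibition from loss of millipolarization | control set = unlabelled peptide and DMSO controls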
CAL PDZ FP-2: inhibitors of human CAL PDZ peptide binding; Q9HD26; AID 602252; inhibition, % at 24.9 µM; purified CAL PDZ, TMR-peptide fluorescence polarization, 1 h; 300,000 compounds, 0.92% hits;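 active = mean inhibition of at least 30% with at least half of replicates also reaching 30%; inconclusive = no clear call, values can overlap the other calls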;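 also: 0% = DMSO neutral control and 100% = excess unlabeled competitor peptide PRC23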
Rtt109 HAT inh: inhibitors of Candida albicans Rtt109/Vps75 histone acetyltransferase | inhibition, % at 34.9 µM | 330,000 compounds, 0.16% hits | Q5AAJ8 | purified Rtt109/Vps75, ThioGlo CoA-SH fluorescence, 4 h;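 active = inhibition of at least 50% in every replicate; inconclusive = best replicate reaches 50% inhibition but some replicates fall short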
V-ATPase pH: yeast V-ATPase proton transport regulation by pHLuorin; S. cerevisiae, pHLuorin cytosolic pH fluorescence; response, % at 10 µM; 350,000 compounds, 0.37% hits; AID 504577; in the data active = response mostly above about 7.3%, no sharp cut-off; inactive = mostly below about 5.4%; also: actives read high; inactives centre near 0; some compounds called inactive have numbers as strong as hits
MITF TRPM1 HTS: increases MITF-driven TRPM1 promoter luciferase signal; 300,000 compounds, 0.75% hits; SK-MEL-5 TRPM1-promoter luciferase, 24 h; % of positive control, neutral wells = 0; AID 588334; activation, % at 12.5 µM;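 active = mean activation of at least 80% with every replicate also reaching 80%; inconclusive = mean reaches 80% but some replicate falls short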;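 also: 0% = neutral control wells and 100% = parthenolide positive control wells; values of inactives mirror those of a sister screen read the other way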
dFosB activator: activators of mouse delta FosB homodimer; purified delta FosB, TAMRA-CDK5 oligo fluorescence polarization; percent of positive-control signal above neutral wells; activation, % at 25 µM; 340,000 compounds, 0.99% hits; P13346;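 active = mean activation above about 17%, with every replicate also reaching it, limit read from the data, passing the limit was not always enough; inconclusive = only one of the two conditions met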;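 also: fluorescence polarization rise as delta FosB binds a TAMRA Cdk5 AP-1 oligo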
Target sequence (P13346 whole entry, looked up): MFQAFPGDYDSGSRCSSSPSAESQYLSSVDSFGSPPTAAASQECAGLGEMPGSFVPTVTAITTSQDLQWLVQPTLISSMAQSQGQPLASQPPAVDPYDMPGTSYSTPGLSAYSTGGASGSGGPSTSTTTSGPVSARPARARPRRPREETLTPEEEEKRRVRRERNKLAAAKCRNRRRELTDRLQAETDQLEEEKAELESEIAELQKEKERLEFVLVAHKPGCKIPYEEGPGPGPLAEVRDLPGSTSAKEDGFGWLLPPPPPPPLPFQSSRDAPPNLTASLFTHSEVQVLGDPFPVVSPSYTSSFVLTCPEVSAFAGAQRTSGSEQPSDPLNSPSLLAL
CDK5 inh: inhibitors of human CDK5/p35 kinase; Q00535+Q15078; Recombinant CDK5/p35, ADP-Glo luminescence, 60 min; inhibition, % at 10 µM; 330,000 compounds, 0.01% hits; AID 488839;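 active = highest replicate inhibition of at least 50% and at least 75% of replicates reaching 50%; inconclusive = only one of the two criteria met; inactive = both criteria failed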;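 also: plate controls were DMSO neutral control for no effect and GW8510 at 10 µM for full effect; many of its hits are not listed in these tables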
Target sequence (Q00535 whole entry, looked up): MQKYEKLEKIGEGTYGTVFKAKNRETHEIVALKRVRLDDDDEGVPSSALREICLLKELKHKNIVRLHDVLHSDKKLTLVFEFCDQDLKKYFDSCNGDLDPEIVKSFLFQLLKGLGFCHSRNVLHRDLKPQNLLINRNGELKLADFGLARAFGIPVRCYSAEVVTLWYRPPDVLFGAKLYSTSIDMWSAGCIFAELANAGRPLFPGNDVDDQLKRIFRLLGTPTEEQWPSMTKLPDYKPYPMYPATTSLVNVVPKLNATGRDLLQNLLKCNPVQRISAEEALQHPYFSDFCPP
Target sequence (Q15078 whole entry, looked up): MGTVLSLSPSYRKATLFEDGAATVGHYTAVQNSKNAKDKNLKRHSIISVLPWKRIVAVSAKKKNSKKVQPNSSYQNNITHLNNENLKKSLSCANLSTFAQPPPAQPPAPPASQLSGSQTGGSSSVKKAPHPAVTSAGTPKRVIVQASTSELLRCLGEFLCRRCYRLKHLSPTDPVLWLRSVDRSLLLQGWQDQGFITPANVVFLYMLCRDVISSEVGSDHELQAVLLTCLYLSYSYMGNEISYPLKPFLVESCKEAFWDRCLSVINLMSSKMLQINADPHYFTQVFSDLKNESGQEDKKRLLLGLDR
Wnt act: activators of Wnt/beta-catenin signaling. Wnt/beta-catenin reporter cell assay, activator, plate reader. activation, % at 9.35 µM. 300,000 compounds, 1.2% hits. AID 743398; in the data active = activation above about 30%, passing the limit was not always enough; inconclusive = no clear call, values can overlap the other calls;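 also: 0% = neutral control wells and 100% = positive control wells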
Numbers without * were called inactive; ? = inconclusive; nt = not tested or not shown.

molecule	MITF TRPM1 HTS	cardiac RTF act	CAL PDZ FP-1	V-ATPase pH	Rtt109 HAT inh	CDK5 inh	Tat export inh	dFosB activator	Wnt act	CAL PDZ FP-2
Cc1nc(-c2ccc(S(=O)(=O)N3CCN(c4ccccc4)CC3)cc2)co1	3	-2	-2.1	0	-6	-1.6	-6	3	-3	7
CSCCC(NS(=O)(=O)c1ccc2c(c1)oc(=O)n2C)C(=O)NCc1cccs1 (stereo not given)	-8	1	-0.9	-5	4	1.8	1	1	0	3
O=C(CCC1CCCCC1)Nc1ccccc1C(=O)N1CCOCC1	-9	-8	-1.7	3	1	-0.2	7	6	-6	1
COc1ccc(NC(=O)c2cc3ccccc3[nH]2)cc1	nt	-4	1.2	-1	0	-0.7	-3	0	-1	-2
CC(C)CC(=O)NC(=S)Nc1nc(-c2ccc(Cl)cc2)cs1	4	-4	-1.6	4	1	-8.6	16	8	0	-10
Cc1nc2c(C(=O)NCCC(C)C)c[nH]n2c(=O)c1Cc1ccccc1F	-1	-26	-3.5	-2	10	-4.1	16	-31	nt	-1
CCC(Cc1ccccc1)NC(=O)CSc1ccsc1[N+](=O)[O-] (stereo not given)	-13	-3	-0.4	3	-5	0.0	0	9	-6	7
CC(/C=C/c1ccccc1)=N/NC(=O)c1cccc(Br)c1	1	-7	-2.0	4	-1	-5.1	23	-18	-7	1
COc1ccc(NC(=O)CCN2C(=O)[C@@H]3[C@H](C2=O)[C@H]2C=C[C@@H]3C2)cc1	16	0	-1.4	1	-2	0.4	2	7	4	-1
O=C(NC1CC1)c1ccc(NS(=O)(=O)c2ccc(F)cc2)cc1	0	6	-2.4	-1	5	0.8	9	-1	-5	-7
CC(=O)NC(Cc1ccc(F)cc1)C(=O)NC1CCN(C(=O)Nc2ccccc2C)CC1 (stereo not given)	3	2	-1.1	5	-7	0.5	1	-12	-3	-4
CC(C)C[C@@H](CSc1ccc(Br)cc1)N1CCN(CCc2ccccc2)CCC1=O	14	-2	-0.6	-2	7	-9.9	13	-8	8	0
Cc1ccc(S(=O)(=O)N2CCCC2CNC(=O)C(=O)Nc2ccc(F)cc2)cc1 (stereo not given)	19	3	-1.3	2	-4	1.4	-1	-4	-4	-5
COc1ccc(/C=C/C(=O)NCCSCc2ccco2)cc1	13	3	-0.9	13	1	0.0	-7	-7	nt	-3
CCOC(=O)/C=C1\SCC(=O)N1Cc1ccc(Br)cc1	nt	7	0.0	-3	-4	0.0	8	-11	-5	-4
CCOC(=O)Cc1c(C)nc(N)[nH]c1=O	1	1	0.0	-2	6	-0.8	-7	6	-5	6
CC(C)(C)c1ccc(Cn2c(=O)cnc3ccccc32)cc1	-50	3	-0.6	-3	-8	0.6	4	-20	-12	-9
N#Cc1cc2ccccc2nc1N	-10	-5	-0.6	2	12	1.3	2	-6	0	0
Cc1c(Cl)cccc1NC(=O)Cc1ccc([N+](=O)[O-])cc1	-4	0	-1.8	2	-25	-1.4	-3	2	-4	1
Cc1ccc(S(=O)(=O)CCC(=O)Nc2cccc([N+](=O)[O-])c2)cc1	4	0	-2.5	2	5	-1.3	3	7	-11	-1
CC(C)CNC(=O)CSc1ccc(Cl)cc1	14	-2	-0.6	1	-8	1.4	1	6	-5	0
O=C(O)CC(NC(=O)c1ccncc1)c1ccccc1 (stereo not given)	2	-5	-0.5	-2	-4	1.5	-5	7	-1	5
Cc1ccc(-c2nc(N)n(C(=O)c3cccnc3)n2)cc1	nt	18	-0.2	-3	-3	0.9	-9	1	9	-1
O=c1ccc(=O)n2n1CC(O)C2	-10	-3	nt	0	-2	-0.5	-4	-5	nt	-3
CSc1ncccc1C(=O)NCc1ccc(C)cc1	-4	-9	-1.0	-2	-1	1.4	-12	-8	nt	-2
Cc1ccsc1C(=O)NNC(=O)COc1ccccc1Cl	36	-1	-2.8	-4	-9	-0.4	-3	-5	6	-2
Cc1nn(C)c(C)c1NC(=O)c1ccc(S(=O)(=O)N(C)C)cc1	-1	5	-1.4	-1	-2	1.1	-1	0	nt	-5
COc1ccc(-c2c(C)nn3c(N4CCOCC4)cc(C)nc23)cc1OC	nt	3	-0.8	-4	-5	0.0	9	-4	2	1
Clc1ccccc1Cn1nnc2ccccc21	1	0	-2.2	-1	-5	2.0	-5	1	1	10
CC1Oc2ccccc2N(CC(=O)N2CCCCC2)C1=O (stereo not given)	-4	3	-1.5	7	-4	-2.3	7	-1	-3	nt
Cc1ccc(S(=O)(=O)N(C)c2ccc(C)c([N+](=O)[O-])c2)cc1	-5	-7	-2.0	-7	5	-0.8	-5	-6	?	-15
COc1ccc(/C=C2\C(=O)NCC(=O)N2C)cc1	6	5	nt	253*	-4	-1.3	8	-6	0	-2
CC1=CC(=O)C(C(C)C)=C/C1=N\OC(=O)c1cccc2nc(C)oc12	3	-4	-1.1	-1	-6	1.2	3	7	1	5
COc1cccc(/C=C/C(=O)OCC(=O)Nc2ccccc2Sc2ccccc2)c1	6	3	-1.0	-1	-8	-0.4	-1	0	-1	-5
CCOCCCNC(=O)C(c1ccc(Cl)cc1)N1CCN(c2ccccc2)CC1 (stereo not given)	nt	12	0.4	1	-11	-0.4	12	-10	-2	nt
C=CCNc1nc(N2CCCC2)nc2ccccc12	6	-5	-2.5	-1	2	-0.2	-3	-17	nt	2
Cc1cc(C)n2c(SCC(=O)Nc3c(C)n(C)n(-c4ccccc4)c3=O)nnc2n1	-13	-1	0.2	-2	13	-0.7	-4	-1	nt	-5
COc1ccc(C(NC(=O)CC(C)C)c2c(O)ccc3ccccc23)cc1 (stereo not given)	8	-2	0.4	3	-4	1.3	4	-5	1	0
CC(=O)c1cccc(NC(=O)CCc2nnc3ccc(NCc4ccco4)nn23)c1	3	6	-2.9	-1	-11	-1.7	-10	-10	3	-8
CC(C)(C)OC(=O)N(CCc1ccccc1)Cc1ccccc1OCc1cccc(NC(=O)C2CC2)c1	5	-4	-2.4	0	2	0.8	-1	-18	-5	-10
O=C(O)c1[nH]c2ccc(Br)cc2c1CCN1C(=O)c2cccc([N+](=O)[O-])c2C1=O	0	-2	-0.9	0	30	0.3	6	-11	2	nt
CCN1CCN(C(=O)CNC(=O)c2nn(-c3ccc(OC)cc3)c(=O)c3ccccc23)CC1	39	0	-0.7	-4	1	-1.1	-9	-14	-1	-6
CCOC(=O)c1sc2nc(C)nc(NCc3ccc(Cl)cc3)c2c1C	-4	1	-2.7	2	6	1.0	-4	-12	-3	9
C=CCNC(=O)c1ccc(C)cc1Cl	nt	-2	-0.6	-3	-5	0.7	-5	3	nt	-3
O=C(c1cc(-c2ccccc2)nc2ccccc12)N1CCN(c2ccccc2O)CC1	13	1	-1.3	-1	-1	-0.7	9	-21	2	nt
Cc1cc(S(=O)(=O)N2CCCC2)ccc1OCC(=O)N1CCOCC1	2	-2	-1.3	0	5	1.8	-4	-2	nt	nt
CNC(=O)C1C(=S)NC(N)=C(C#N)C1c1ccccc1 (stereo not given)	nt	3	0.0	-1	-7	-1.2	-2	-7	14	0
O=C(COc1ccc(Cl)cc1)NCc1nnc(SCC(=O)NCc2ccc3c(c2)OCO3)o1	-8	3	-2.3	3	-1	-0.4	-3	7	nt	4
CC1CCN(S(=O)(=O)c2ccccc2)CC1	8	-2	-1.1	-4	-6	2.0	-1	3	0	4
CCOC(=O)c1nnn(-c2nonc2N)c1-c1ccc(C)cc1	-4	4	-0.4	-1	2	1.9	4	0	nt	-4
O=C(CCCN=C1NS(=O)(=O)c2ccccc21)OCC(=O)c1ccc(F)c(F)c1	-1	2	-1.1	-2	4	0.9	-6	-6	1	-7
FC(F)(F)c1ccc(Oc2ccc3cc(Br)ccc3c2)nc1	20	0	-2.6	5	20	0.5	-3	-1	nt	-3
Cc1ccccc1SCC(=O)OCC(=O)N(C)c1c(N)n(Cc2ccccc2)c(=O)[nH]c1=O	4	-3	-1.8	1	14	0.0	-2	1	-5	-2
N#Cc1cccc(C#N)c1Oc1ccc(N)cc1	nt	2	0.8	2	2	-2.4	-2	4	1	nt
CCOc1ccc(S(=O)(=O)N2CCC(C(=O)NCCN3CCOCC3)CC2)cc1C	-21	-2	-2.4	0	4	-1.8	-8	-1	-9	1
Cc1ccc(NC(=O)/C=C/c2ccc([N+](=O)[O-])s2)c(C)c1	-110	5	0.2	-2	-4	1.4	-8	1	-8	1
CCOc1ccc(CSC(=N)N)cc1Cl	4	7	0.4	3	nt	-0.3	-6	-19	5	-3
CCOC(=O)C1CCN(C(=O)c2cc(S(=O)(=O)N(C)C)ccc2N2CCCC2)CC1	3	1	-3.5	-1	-6	-1.9	-3	-17	-3	-1
CC(NC(=O)c1ccc(F)cc1)c1ccc2c(c1)CCCC2 (stereo not given)	-16	5	-1.0	-67	-7	0.8	8	-1	nt	0
C(=N\NC1=NCCN1)/c1ccncc1	-10	5	-0.3	1	8	2.3	3	5	-2	-5

More compounds follow:
molecule	MITF TRPM1 HTS	cardiac RTF act	CAL PDZ FP-1	V-ATPase pH	Rtt109 HAT inh	CDK5 inh	Tat export inh	dFosB activator	Wnt act	CAL PDZ FP-2
CCCCNC(=O)c1ccc2c(c1)S(=O)(=O)c1ccccc1C2=O	-12	-6	1.2	-1	-6	0.2	1	0	8	-1
O=C(COC(=O)c1cccnc1Cl)Nc1ccc(N2CCCCC2)cc1	38	2	0.2	-1	-7	1.8	-12	-7	7	nt
Cc1c(C(=O)C(=O)NCC2CCCO2)c2ccccc2n1C (stereo not given)	-8	0	-0.2	-2	1	0.2	10	1	2	-3
C=CCOc1ccccc1CNc1ccc2[nH]c(=O)[nH]c2c1	-17	1	0.3	2	-4	1.4	0	-2	-10	-6
COc1ccc(S(=O)(=O)n2cccc2)c(OC)c1	-5	2	-1.2	2	-1	0.3	-4	2	-1	-4
O=C(Nc1ccc(C(=O)N2CCOCC2)cc1)C1CC1	-9	-11	0.1	-2	4	-8.0	24	-4	-1	6
Nc1c(C(=O)CSc2n[nH]c(-c3ccccc3)n2)c(=O)[nH]c(=O)n1C1CC1	-1	0	-2.7	4	16	0.6	-6	-4	2	0
O=C(Nc1ccc(Oc2ccccc2)cc1)C1CC1	18	-3	-1.4	3	-1	-0.2	6	0	-3	4
O=S(=O)(Nc1cccc(-c2nc3cccnc3s2)c1)c1ccc2c(c1)OCCO2	nt	14	-2.1	3	2	1.6	7	-19	0	nt
CCOc1ccc(N(CC(=O)N2CCN(c3ccccc3OC)CC2)S(=O)(=O)c2ccc(C)cc2)cc1	5	5	-0.4	0	2	-4.4	9	-29	1	nt

Source: PubChem BioAssay (several laboratories)
